# Assay outcomes as filed in PubChem BioAssay.
# WRN helicase inh: WRN helicase (human) inhibition. Q14191. WRN helicase unwinding, fluorescent forked duplex, kinetic. Potency, µM (doses to about 114 µM), for inactives: top-dose activity change, negative = inhibition, hits mostly inhibitors. actives 0.46% (n = 360,000). AID 651768; further: potency means the concentration at half of the fitted maximal effect; on the % scale 0 is the no-effect control and ±100 the full control effect; nearly all actives have a fitted effect of over 55% in size
#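 Kinetic red-fluorescence monitoring (525/598 nm) tracks WRN helicase activity after 100 nM fluorophore-quencher forked duplex and 2 mM ATP are added to 20 nM enzyme pretreated 15 min at room temperature with compound.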
# D3 antag: blocks the human D3 dopamine receptor. AID 652054. actives 2.5% (n = 360,000). P35462. D3R cells, DiscoveRx beta-arrestin luminescence, antagonist mode; active compounds read low. max response, negative = inhibition, %; in the data active means max response below about -50%; inconclusive means no clear call, values can overlap the other calls; further: on the % scale 0 is the no-effect control and ±100 the full control effect; mostly tested at two doses, the higher about 12 µM
# Target sequence (P35462 whole entry, looked up): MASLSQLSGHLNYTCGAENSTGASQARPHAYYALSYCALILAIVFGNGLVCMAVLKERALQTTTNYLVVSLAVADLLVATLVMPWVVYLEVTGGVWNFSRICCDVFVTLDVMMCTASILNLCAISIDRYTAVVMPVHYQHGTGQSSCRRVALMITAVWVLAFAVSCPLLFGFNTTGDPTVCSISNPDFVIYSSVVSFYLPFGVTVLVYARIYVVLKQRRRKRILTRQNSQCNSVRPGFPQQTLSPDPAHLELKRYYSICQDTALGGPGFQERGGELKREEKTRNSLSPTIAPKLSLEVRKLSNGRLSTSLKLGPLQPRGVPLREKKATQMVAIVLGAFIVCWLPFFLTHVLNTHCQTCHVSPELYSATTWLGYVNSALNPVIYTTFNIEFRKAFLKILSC
#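 Cells plated overnight at 1500 cells/well, then exposed to library compounds with dopamine controls for 90 minutes at 37 degrees C. DiscoveRx reagent added for 30–60 minutes at room temperature; luminescence read, quantitative HTS format.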
# PLK1 PBD inh: inhibitors of human PLK1 polo-box domain binding; actives 2.8% (n = 360,000); Plk1 PBD binding of FITC phosphopeptide, fluorescence polarization; Potency, µM, inactives show max response, negative = inhibition, usual class: inhibitors; further: potency means the concentration at half of the fitted maximal effect; series mostly up to about 57 µM; on the % scale 0 is the no-effect control and ±100 the full control effect; nearly all actives have a fitted effect of over 65% in size
# HEK293 tox: cytotoxicity counter-screen for GLP-1 receptor inverse agonists; HEK293 cAMP-luciferase reporter cells, luminescence, 24 h; Potency, µM (doses to about 38.3 µM), inactives show at the top dose activity change, negative = inhibition, actives largely listed as inhibitors; actives 0.13% (n = 410,000);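 further: loss of luciferase light is scored as toxicity; potency means the concentration at half of the fitted maximal effect; on the % scale 0 is the no-effect control and ±100 the full control effect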
#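 A 23 nL compound transfer followed 12 hours of cell culture at 37 deg C; exposure then lasted 24 hr. Luciferase assay detection reagent was dispensed and plates read for luminescence after a 12 min room-temperature wait.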
# GLP-1R inv ag: acts as inverse agonist at human GLP-1 receptor | Potency, µM (top dose mostly 38.3 µM), for the others: at the highest dose activity change, negative = inhibition, usual class: inhibitors | AID 624417 | P43220 | HEK293 GLP-1R CRE-luciferase, luminescence, 24 h; GLP-1R form is constitutively active | actives 1.6% (n = 410,000); further: potency means the concentration at half of the fitted maximal effect; on the % scale 0 is the no-effect control and ±100 the full control effect; nearly all actives have a fitted effect of over 55% in size
# Target sequence (P43220 whole entry, looked up): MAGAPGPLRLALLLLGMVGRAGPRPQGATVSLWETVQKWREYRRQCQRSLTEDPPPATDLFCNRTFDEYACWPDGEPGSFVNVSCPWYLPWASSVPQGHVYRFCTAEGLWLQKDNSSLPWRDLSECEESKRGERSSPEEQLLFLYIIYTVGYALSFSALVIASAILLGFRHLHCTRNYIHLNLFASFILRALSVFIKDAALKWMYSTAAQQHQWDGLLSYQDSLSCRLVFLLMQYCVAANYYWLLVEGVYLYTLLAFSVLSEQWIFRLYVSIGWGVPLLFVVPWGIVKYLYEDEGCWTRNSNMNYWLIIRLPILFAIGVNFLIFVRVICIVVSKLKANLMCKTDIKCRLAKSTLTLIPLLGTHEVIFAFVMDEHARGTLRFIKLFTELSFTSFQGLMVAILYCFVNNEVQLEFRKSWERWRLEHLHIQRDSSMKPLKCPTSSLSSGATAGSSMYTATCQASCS
#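 Using stably transfected HEK293 (constitutively active GLP-1R, cAMP-luciferase reporter), compounds were incubated 24 hr and luciferase measured by luminescence.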
# IL2 activator: IL-2 activation; IL-2 activation reporter assay, cell-based qHTS; stimulated with anti-CD3/CD4/CD28 beads; in transgenic mouse T cells; activation, % (series mostly up to about 46 µM); actives 0.065% (n = 360,000); AID 652025; in the data active means activation above about 50%; inconclusive means mostly about 30% to 49%; further: 0% is about no effect
#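 First, unstimulated transgenic mouse T cells were exposed to compound for 60 min. Next, anti-CD3/anti-CD4-coated beads with anti-CD28 were added. Finally, after 18 h at 37 degrees C, EGFP and DsRed were imaged.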
# DRD3 agonist: D3 dopamine receptor (human) agonism; actives 0.58% (n = 410,000); D3R DiscoveRx beta-arrestin cells, luminescence, 90 min; P35462; max activation, %; in the data active means max activation above about 30%; further: 0% is about no effect; mostly tested at two doses, the higher about 12 µM
#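 Agonist mode: compounds and dopamine controls were applied to plated cells for 90 min at 37 degrees C after an overnight attachment at 1500 cells/well. Luminescent read-out followed 30 - 60 minutes at room temperature with DiscoveRx detection reagent.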
# GLP1R ag: agonists of human GLP-1 receptor; P43220; HEK293 GLP-1R CRE-luciferase, luminescence, 4-6 h; cells express a hypersensitive GLP-1R form; Potency, µM (titrated, usually from 45.6 µM), for the others: top-dose activation, hits mostly activators; actives 0.007% (n = 380,000); AID 624172; further: potency means the concentration at half of the fitted maximal effect; % of control where 0% means no effect
# PI5P4Ka inh: blocks human PI5P4K alpha kinase activity; P48426; PI5P4Kalpha enzyme, ADP-Glo luminescence, 60 min; active compounds read low; max response, %; actives 1.2% (n = 330,000); active means max response of -50% or lower; inconclusive means between -30% and -50%; inactive means -30% or higher; further: value at the top dose of about 77 µM; on the % scale 0 is the no-effect control and ±100 the full control effect
#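 PI5P4Kalpha ADP-Glo assay; 5 microM ATP final; 60 min RT reaction; HEPES pH 7.4/EGTA/CHAPS, 5% DMSO; controls lacking substrate or enzyme; luminescent end-point.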
# Numbers without * were called inactive; ? = inconclusive; / = no result given; & = joins results of further samples; [ ] = remark or other dose. Unless noted, the call rests on the fitted dose curve; in most records, active means well fitted curve in the direction sought with a large enough effect; inconclusive means small, poorly fitted or top-dose-only effect, or another doubt; inactive means no such curve, though single readings can be large; an effect the other way counts as inactive or inconclusive.
SMILES,WRN helicase inh,D3 antag,PLK1 PBD inh,HEK293 tox,GLP-1R inv ag,IL2 activator,DRD3 agonist,GLP1R ag,PI5P4Ka inh
Cc1ccc(NC(=O)CS(=O)CC(=O)N(CC(=O)NC(C)(C)C)c2cccc(C)c2C)cc1 (stereo unspecified),-6%,2,-3%,-18%,?,-1.5,32*,1%,2
Cn1cc([N+](=O)[O-])c(C(=O)NCC(=O)O)n1,3%,14,-2%,-11%,11%,-0.9,-1,-8%,9
CCOc1cc(C2NC(=O)c3ccccc3O2)ccc1OC (stereo unspecified),5%,5,-5%,-2%,28%,0.4,-2,9%,1
O=C1C2C(c3ccccc3)C=CC(c3ccccc3)C2C(=O)N1c1cccnc1 (stereo unspecified),-7%,4,-5%,-7%,-1%,1.2,0,-3%,3
COCCNc1nc(Oc2ccc(NC(C)=O)cc2)c2sc(-c3ccccc3)cc2n1,-5%,2,0%,-5%,-6%,-0.8,-21,9%,16
COc1ccc(CNC(=O)c2ccc3c(=O)n(-c4ccccc4)c(=O)[nH]c3c2)cc1,8%,0,-3%,-3%,6%,-3.0,20,-2%,-1
O=C(Nc1ccc2c(c1)OCCO2)c1cc(-c2ccccn2)nc2ccc(Br)cc12,2%,6,-5%,-7%,-23%,-0.5,-4,-2%,-8
COc1ccc(C(=O)NC2=C(C#N)CCC2)cc1OC,4%,-23,-4%,-6%,80%[activator],-2.7,-21,10%,/
O=C(Cn1nnc(-c2ccc(NC(=O)c3ccccc3F)cc2)n1)NCc1ccc(F)cc1,-3%,18,-5%,2%,13%,-0.6,-8,-2%,-7
O=C(O)COc1ccc(/C=C/c2nc(-c3ccccc3O)n[nH]2)cc1,-4%,-10,-7%,-30%,1%,-0.2,-8,0%,?
COc1ccc(C(=O)NCc2ccncc2)cc1S(=O)(=O)NCc1ccc(Cl)cc1,8%,8,-11%,-21%,1%,0.5,-8,2%,0
OCC1OC(n2cnc3c(NC4CCCC4)ncnc32)C(O)C1O (stereo unspecified),1%,5,-5%,-6%,5%,-0.6,2,3%,-5
Cc1cc(=O)[nH]c2ccc(Cl)cc12,4%,4,?,7%,44%[activator],-1.6,0,-5%,0
CCCNS(=O)(=O)c1ccc(OCC(=O)Nc2ccc3c(c2)OCO3)cc1,1%,-27,-11%,-1%,5%,-2.5,-2,7%,-9
CCn1c(COc2ccccc2C(N)=O)nc2ccccc21,7%,-9,-2%,-4%,8%,-0.6,-1,13%,-6
NC(=O)c1sc(=S)n(-c2ccc(Br)cc2)c1N,6%,?,36%[activator],0%,-28%,-2.3,-10,11%,0
COc1cc(-c2nnc(COc3ccc4ccccc4c3)o2)cc(OC)c1OC,-10%,31,0%,17%,-21%,-0.5,8,1%,19
NC(=S)N/N=C/c1ccc(-c2ccccc2)o1,6%,-16,-9%,?,?,-0.6,3,19%,1
C=CCNC(=O)c1c(-c2c(F)cccc2Cl)noc1C,11%,4,-8%,-3%,6%,-0.8,-4,-8%,9
Cc1cccc(C(=O)c2cccc(C)c2)c1,6%,2,-7%,0%,4%,-3.6,-2,4%,0
O=C(CSc1nc2ccsc2c(=O)n1CC1CCC(C(=O)O)CC1)c1ccc(Cl)cc1 (stereo unspecified),?,11,-15%,-3%,-12%,-2.0,8,2%,11
COc1ccccc1N1CCN(CCC(=O)Nc2cccc(F)c2)CC1,7%,-111*,-6%,-15%&2%,-14%&-9%,-1.4,-24&-1,-5%,2
O=C(CCNc1cc(Cl)cc(Cl)c1)c1cccs1,-18%,-19,-1%,-8%,?,-1.0,-2,5%,/
COCCN1Cc2cccc(C(=O)Nc3c(C)cc(C)cc3C)c2C1=O,-8%,12,-6%,44%[activator],-28%,2.5,2,17%,2
CCCCn1c(N)c(N(CC)C(=O)CSc2nnc(-c3ccco3)n2CC)c(=O)[nH]c1=O,-9%,-15,7%,-1%,2%,0.0,-17,3%,2
CCCc1nc(NCc2ccccc2)c(C#N)c2c1CCCC2,-9%,-6,-6%,-9%,4%,-1.8,-6,7%,20
COCCCNC(=O)C(=O)NC1CCCCC1C (stereo unspecified),4%,16,4%,-2%,14%,-0.2,-2,-5%,-3
Cc1oc(-c2cccc(Cl)c2)nc1CS(=O)(=O)CC(=O)NCc1ccco1,-3%,6,-14%,-3%,-4%,-2.5,1,9%,-1
Cc1ccc(-n2c(N)c(C(=O)Nc3ccccc3F)sc2=S)cc1C,-16%,9,?,-5%,?,-2.3,-11,2%,-5
COC(=O)[C@]12CCCCC=C1N(Cc1cccc3ccccc13)C(=O)[C@H](CC(=O)N1CCSCC1)C2,-7%,28,-18%,0%,?,3.0,3,2%,0
COc1ccc2c(c1)c1nc3ccccc3nc1n2CC(=O)OC(C)C,?,26,-12%,-4%,0%,14,-10,-6%,/
CCCN(C(=O)c1cn(CC(C)C)c(=O)c2cc(OC)c(OC)cc12)c1cccc(C)c1,/,/,/,-6%,-14%,/,-4,4%,/
COc1ccc(S(=O)(=O)NCCc2sc(C)nc2C)cc1F,/,/,/,4%,3%,/,7,10%,/
CN(C(=O)COC(=O)/C=C/c1ccccc1[N+](=O)[O-])c1ccccc1,-11%,8,1%,4%,8%,-4.1,5,12%,0
COc1ccc(CNC(=O)C[C@H]2C[C@H](C(=O)N3CCOCC3)[C@@]3(C)c4[nH]c5ccc(Cl)cc5c4CCN3C2=O)cc1OC,-4%,-10,-1%,0%,-22%,0.2,14,-2%,-4
CN1CC=C2C(C#N)=C(N)C(C#N)(C#N)C(c3cccc(Cl)c3Cl)C2C1 (stereo unspecified),-25%,-25,?,36%[activator],-16%,11,-1,-1%,-5
Oc1ccc(CNC2CCCCC2)cc1,-28%,20,-9%,19%,-8%,0.9,-18,-11%,3
O=C(O)Cn1c(=O)c(-c2ccccc2)nc2ccccc21,10%,12,1%,-2%,4%,0.0,-4,-7%,-2
Cc1ccc2cn[nH]c2c1[N+](=O)[O-],-3%,0,-7%,-4%,2%,-2.3,5,11%,-2
CC1CC(C)CN(C(=O)CSc2ccsc2[N+](=O)[O-])C1 (stereo unspecified),4%,2,-13%,-24%,-24%,-3.3,0,5%,1
CCOc1ccc(CCNS(=O)(=O)c2ccc3c(c2)NC(=O)CC(=O)N3)cc1OCC,9%,5,-11%,5%,21%,0.4,1,3%,0
CC(C)(C)C(=O)/C(C#N)=C/c1ccc(O)cc1,3%,13,-3%,0%,-1%,1.1,13,7%,-4
CC1CC(OC(=O)C2CCN(S(=O)(=O)c3ccc(F)cc3)CC2)C(=O)O1 (stereo unspecified),2%,-4,-7%,-9%,3%,1.0,3,13%,4
O=C(NNC(=S)Nc1ccc(Br)cc1)c1cccnc1,-3%,0,-18%,-1%,11%,0.3,-17,3%,-2
CCCN1C(=O)c2ccccc2NC1c1ccc(OC)cc1OC (stereo unspecified),18%,-20,-8%,4%,?,0.1,-19,6%,/

# Limited to WRN helicase inh and D3 antag, for 5 of the compounds above:
structure | WRN helicase inh | D3 antag
CN(C(=O)COC(=O)/C=C/c1ccccc1[N+](=O)[O-])c1ccccc1 | -11% | 8
O=C(NNC(=S)Nc1ccc(Br)cc1)c1cccnc1 | -3% | 0
COc1ccc2c(c1)c1nc3ccccc3nc1n2CC(=O)OC(C)C | ? | 26
CCCN1C(=O)c2ccccc2NC1c1ccc(OC)cc1OC (stereo unspecified) | 18% | -20
CC1CC(C)CN(C(=O)CSc2ccsc2[N+](=O)[O-])C1 (stereo unspecified) | 4% | 2

# 2 records drawn at random from those above, as already listed:
SMILES,WRN helicase inh,D3 antag,PLK1 PBD inh,HEK293 tox,GLP-1R inv ag,IL2 activator,DRD3 agonist,GLP1R ag,PI5P4Ka inh
Cc1ccc2cn[nH]c2c1[N+](=O)[O-],-3%,0,-7%,-4%,2%,-2.3,5,11%,-2
CN(C(=O)COC(=O)/C=C/c1ccccc1[N+](=O)[O-])c1ccccc1,-11%,8,1%,4%,8%,-4.1,5,12%,0

# The list goes on:
SMILES,WRN helicase inh,D3 antag,PLK1 PBD inh,HEK293 tox,GLP-1R inv ag,IL2 activator,DRD3 agonist,GLP1R ag,PI5P4Ka inh
CN(C)S(=O)(=O)n1ccnc1,-2%,-9,-6%,-2%,10%,1.0,8,-10%,/
Cc1ccc(-c2c(NC(=O)c3ccco3)oc3ccccc3c2=O)cc1,-8%,-7,-21%,6%,13%,3.5,5,-3%,3
COc1cc(/C=N/NC(=O)c2cc(-c3ccccc3)sc2N)cc(OC)c1OC,-18%,1,3%,-42%,?,-6.4,11,?,0
COC(=O)c1ccc(NC(=O)CSc2nnc(Cc3cccn3C)n2-c2ccc(F)cc2)cc1,4%,13,-3%,-3%,-15%,-1.6,-1,-2%,-1
Cn1cc(P(=O)(N2CCOCC2)N2CCOCC2)cc1P(=S)(N1CCOCC1)N1CCOCC1,0%,10,11µM*,1%,43%[activator],-3.1,5,16%,-2
